High-throughput results deposited in PubChem BioAssay by Broad Institute.
LGR2 inh: Drosophila LGR2 receptor signaling inhibition | 380,000 compounds, 0.35% hits | HEK293 LGR2, CRE-luciferase, bursicon-stimulated, 4 h | AID 720647 | inhibition, % at 9.99 µM;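 active = drop in luminescence signal, shown as inhibition above about 50% in the replicate tests, limit read from the data, passing the limit was not always enough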;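 note: agonist challenge used bursicon conditioned medium at about half maximal strength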
SIRT5 block: blocks human SIRT5 desuccinylation of peptide; AID 652115; 330,000 compounds, 1.1% hits; Purified SirT5, succinyl-peptide AMC, trypsin-coupled fluorescence; Q9NXA8; inhibition, % at 15 µM; in the data active = inhibition above about 15%
Target sequence (Q9NXA8 whole entry, looked up): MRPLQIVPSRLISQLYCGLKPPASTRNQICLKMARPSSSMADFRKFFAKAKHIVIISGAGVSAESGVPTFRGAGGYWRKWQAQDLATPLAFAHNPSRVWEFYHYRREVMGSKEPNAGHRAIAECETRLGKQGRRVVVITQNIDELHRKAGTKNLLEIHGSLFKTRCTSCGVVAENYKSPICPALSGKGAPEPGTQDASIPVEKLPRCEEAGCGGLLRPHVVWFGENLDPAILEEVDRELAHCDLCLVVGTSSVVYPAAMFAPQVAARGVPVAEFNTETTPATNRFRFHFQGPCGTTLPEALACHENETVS
S100A4 MyoIIA: blocks human S100A4 binding to myosin IIA peptide; S100A4/TAMRA-MyoIIA peptide fluorescence polarization; inhibition, % at 10.7 µM; 360,000 compounds, 0.14% hits; AID 652163;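 active = mean inhibition of at least 70% across replicates, with every replicate also reaching that level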
Target sequence (P26447 whole entry, looked up): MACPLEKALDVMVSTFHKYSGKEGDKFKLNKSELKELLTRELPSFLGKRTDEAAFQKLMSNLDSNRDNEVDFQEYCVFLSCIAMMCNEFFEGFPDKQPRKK
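Test system: S100A4 monomer protein; Medium: HEPES pH 7.2 with CaCl2, KCl, NaCl, DTT, Triton; Probe or stimulus: TAMRA-labelled myosin IIA heavy-chain peptide probe, 5 nM; Doses: one dose per compound; Times: polarization read 5 min after assay mix addition, stable 5–60 min; Benchmarks: neutral control DMSO, positive control TFP.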
esBAF inh: blocks esBAF chromatin remodeling in mouse ES cells. Bmi1-luciferase knock-in reporter, 24 h; 100% = twice the neutral-well signal. reporter increase, % at 12.5 µM. 350,000 compounds, 2% hits. AID 602393; in the data active = activation above about 40%;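 note: 0% = median of the plate's neutral control wells and 100% = double that signal; a rise in the Bmi1 reporter signal indicates esBAF inhibition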
FN deposit inh: fibronectin deposition inhibition | AH1F fibroblasts, Alexa488-fibronectin deposition fluorescence, overnight | inhibition, % at 12.6 µM | 350,000 compounds, 0.086% hits | AID 743247;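 active = mean inhibition across replicates of 30% or more, regardless of how many single replicates reach that level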;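 note: positive control wells lacked labelled fibronectin entirely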
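Assay system: AH1F fibroblasts assembling fluorescent fibronectin matrix; Amount: 10000 AH1F cells per well; Buffer or medium: DMEM, 2% serum; Probe or stimulus: Alexa488-fibronectin, 24 nM final in well; Doses: single compound dose, delivered by pin transfer; Incubation: 1 h adhesion, overnight exposure; Measured by: fluorescence 485/525 nm; Read-out: fibronectin deposition inhibition.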
Statin myotox sup: suppressors of simvastatin-induced myotoxicity in C2C12 myotubes; ATP luminescence, 48 h; scaled: DMSO 0, geranylgeraniol control 100; rescue of ATP level, % at 7.49 µM; 330,000 compounds, 0.78% hits; AID 602340;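 active = mean ATP rescue above about 67%, or every replicate alone reaching that limit, limit read from the data, passing the limit was not always enough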;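 note: myotubes were challenged with 10 µM simvastatin during compound exposure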
CASP6 VEID inh: caspase-6 (human) enzyme inhibition; purified caspase-6, Z-VEID-R110 cleavage fluorescence; inhibition, % at 12.5 µM; 350,000 compounds, 0.53% hits; AID 686996;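 active = mean inhibition across replicates at least about 35%, with every replicate also reaching that limit, limit read from the data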;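 note: 0% = median of neutral control wells and 100% = no fluorescence left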
Target sequence (P55212 24-179 limits assumed): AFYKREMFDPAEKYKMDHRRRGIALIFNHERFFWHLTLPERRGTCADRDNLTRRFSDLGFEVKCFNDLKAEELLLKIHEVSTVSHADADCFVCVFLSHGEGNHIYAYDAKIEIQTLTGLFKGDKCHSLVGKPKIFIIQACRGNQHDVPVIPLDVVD
Target sequence (P55212 194-293 limits assumed): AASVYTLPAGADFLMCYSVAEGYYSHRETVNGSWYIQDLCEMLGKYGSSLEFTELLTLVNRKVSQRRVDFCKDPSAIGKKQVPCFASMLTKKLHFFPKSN
* marks the source's active call; other numbers are inactive results; · = not tested or not shown; & = joins results of further samples. An excerpt (hit frequency here may not be typical).

The line under a structure holds: LGR2 inh, SIRT5 block, S100A4 MyoIIA, esBAF inh, FN deposit inh, Statin myotox sup, CASP6 VEID inh
> CC(C)C#Cc1ccc2c(c1)O[C@H](CN(C)Cc1ccncc1)[C@H](C)CN([C@H](C)CO)S2(=O)=O
 : 0, 4, -4, 4, ·, -12, 1
> Cc1nn2c(NC(C)C)c3c(nc2c1-c1ccccc1)CCC3
 : -5, -8, -4, ·, -5, ·, -2
> Cc1cc(CNC(=O)[C@H](C)[C@@H]2C[C@@]2(C)[C@@H](NC(=O)OCc2ccccc2)c2ccccc2)nn1C
 : 13, ·, -3, -1, -4, 8, 4
> O=C(N/N=C\c1cccnc1)c1cc(-c2ccccc2)nc2c(Cl)cccc12
 : 5, -3, -4, 1, 8, 9, -3
> O=C(CN1CCN(Cc2ccccc2Cl)CC1)N=Nc1c(O)[nH]c2ccccc12
 : -7, 3, -1, ·, -2, ·, 1
> CCOc1ncccc1C(=O)OCc1ccccc1
 : -8, -3, -1, -2, -14, 3, 1
> CCOc1ccc(OCC(=O)OCn2c(SC)nnc(C)c2=O)cc1
 : -2, -3, 2, ·, -14, ·, -2
> COc1ccc(N2CCN(C(=O)CCNC(=O)c3ccccc3)CC2)cc1
 : 2, 0, -1, ·, 2, ·, 2
> CC(C)(C)C(=O)N1CCC(O)(CS(=O)(=O)Cc2ccccc2)CC1
 : -11, 1, -5, 6, -7, 3, 1
> COC(=O)[C@@]12C[C@@H](CC(=O)NCc3ccccc3)C(=O)N(CCc3ccc(OC)c(OC)c3)C1=CCC(C)(C)C2
 : 11, ·, 2, ·, 1, ·, 0
> COc1ccc(CCN(C)c2ccc(S(=O)(=O)N3CCCC3)cc2[N+](=O)[O-])cc1OC
 : -10, -2, 3, -16, 12, 14, -2
> COc1ccccc1CNC(=O)Cc1ccc(OC)c(OC)c1
 : 4, 3, 1, -4, 2, 11, -1
> C[C@H](CO)N1C[C@H](C)[C@H](CN(C)S(=O)(=O)c2cccc(F)c2)Oc2ncc(-c3ccccc3)cc2C1=O
 : -6, -1, -8, 6, -2, 21, 3
> Cc1ccc(C2(C)NC(=O)N(CC(=O)N(C)CC(=O)Nc3cccc4ccccc34)C2=O)cc1 (stereo not given)
 : -7, -6, 1, ·, 5, ·, -1
> CC(=O)c1cccc(NC(=O)NCCc2ccc(Cl)cc2)c1
 : 8, -3, -2, 19, 11, -4, -2
> CCN(CC(=O)NC1CCS(=O)(=O)C1)S(=O)(=O)c1ccc(Cl)cc1C(F)(F)F (stereo not given)
 : -6, -9, 13, -3, -12, 12, 3
> CO[C@@H]1CN(C)C(=O)c2cc(NS(C)(=O)=O)ccc2OC[C@H](C)N(C(=O)C2CCC2)C[C@@H]1C
 : 1, -4, 1, 6, 3, 3, 1
> CCOc1ccc2[nH]c(C(=O)N/N=C/c3ccccc3OC)cc2c1
 : -10, -3, 1, -2, 11, -19, -3
> Oc1ccc(C2=CSC3=NCCN23)cc1O
 : -10, -2, 4, -8, -3, 1, 1
> Cc1cc(=O)oc2cc(OCC(=O)N3CCN(C(=O)C4COc5ccccc5O4)CC3)ccc12 (stereo not given)
 : -2, -7, -4, -9, -8, -4, 0
> CC1CCc2c(sc(NC(=O)CSc3nc(N)cc(=O)[nH]3)c2C(N)=O)C1 (stereo not given)
 : -6, 3, -1, ·, 5, ·, 3
> C[C@H]1CN([C@@H](C)CO)C(=O)c2cccc(NC(=O)C3CCCCC3)c2O[C@@H]1CN(C)Cc1ccccc1
 : -23, 8, -2, -4, ·, -9, 2
> CC1(C)OC2C(O1)[C@@H](CO)O[C@H]2n1cnc2c(N)ncnc21 (stereo not given in full)
 : 8, 10, -4, ·, -9, ·, -2
> O=C(c1ccc(S(=O)(=O)N2CCCCCC2)cc1)N1CCCC(C(F)(F)F)C1 (stereo not given)
 : -29, -1, 0, ·, -3, 6, 8
> c1ccc(COC2CCCN(Cc3nc(-c4cnccn4)no3)C2)nc1 (stereo not given)
 : -23, -7, 0, ·, -1, ·, 2
> COc1ccc(N=C2NC(=O)C(CO)(CO)S2)cc1
 : 2, -3, 6, -7, 1, 17, 0
> C=CCNC(=S)NNC(=O)c1cccn(Cc2ccc(Cl)cc2)c1=O
 : -7, 9, -15, 3, -5, 5, 4
> O=C(CCc1ccccc1)NC(=S)NCc1ccco1
 : -9, -5, 6, -4, -2, 12, 10
> CCOC(=O)CCSc1nc(N2CCOCC2)c2c(c1C#N)CC(C)(C)OC2
 : -4, 12, -8, ·, 0, ·, -2
> COc1ccc(Cl)cc1C(=O)Nc1cccnc1
 : 10, ·, -1, 0, 3, 10, -2
> N#CC1=C(N)Oc2c(O)cc3ccccc3c2C1c1ccsc1 (stereo not given)
 : ·, 3, 3, ·, 4, ·, 10
> CN(C)S(=O)(=O)c1ccc(NC(=O)c2ccc([N+](=O)[O-])cc2)cc1
 : 9, 6, 2, -2, -4, -7, ·
> COc1ccc(-n2nc([N+](=O)[O-])c(=NCCc3ccc(Cl)cc3)n2O)cc1
 : 17, 0, -11, -2, ·, 9, -1
> O=S(=O)(c1ccc(Cl)cc1)N1CCN(S(=O)(=O)N2CCCCCC2)CC1
 : -14, -1, -2, -2, 1, -6, -1
> CN(C)S(=O)(=O)N1CCN(c2ccc([N+](=O)[O-])c(NC3CC3)c2)CC1
 : 10, 4, 4, ·, 1, ·, -1
> COc1ccccc1CNC(=O)COc1ccccc1C
 : 2, -3, -1, 4, -4, -8, -1
> COc1ccc(-c2ocnc2C(=O)NCc2nn(-c3ccccc3)nc2C)cc1
 : 18, 2, -7, ·, -2, ·, -5
> NS(=O)(=O)c1ccc(CNC(=O)CCS(=O)(=O)Cc2ccccc2)cc1
 : 0, -12, 8, -5, 3, 1, 1
> CN(Cc1ccccc1)S(=O)(=O)c1ccc2c(c1)n(C)c(=O)c(=O)n2C
 : 5, 2, 8, ·, 1, ·, 0
> N#CCn1nnc(-c2ccc3c(c2)OCO3)n1
 : ·, ·, ·, 8, 6, 21, ·
> CCCCC(=O)NC(Nc1nc(C2CC2)cs1)(C(=O)OCC)C(F)(F)F (stereo not given)
 : ·, ·, ·, -2, 1, 3, ·
> O=C(Nc1ccccc1)N[C@H]1CC[C@H](CCNS(=O)(=O)c2ccccc2F)O[C@@H]1CO
 : -25, 1, 20, 4, ·, -1, -2
> O=C(NC1CCCCC1)[C@@H]1N[C@@H]2c3ccc(-c4cccc(F)c4)c(=O)n3C[C@@H]2[C@H]1CO
 : -7, -25, 16, 8, ·, -4, 1
> COc1cccc(CN(C)C(=O)c2ccc(OCC(=O)Nc3cccc(C(F)(F)F)c3)c(OC)c2)c1
 : 9, 2, -8, 3, 15, 5, -4
> C[C@H](O)C#Cc1cnc2c(c1)C(=O)N([C@H](C)CO)C[C@H](C)[C@H](CN(C)C(=O)c1ccccc1F)O2
 : 34, -3, -28, 1, ·, -4, 2
> C[C@@H]1CN([C@@H](C)CO)S(=O)(=O)c2ccc(C#Cc3cccnc3)cc2O[C@H]1CN(C)C(=O)C1CC1
 : 7, -2, -2, -1, 6, 5, -1
> O=C(O)/C(=C\c1cccc(OCc2ccccc2)c1)c1ccc(F)cc1
 : 5, 2, -1, ·, 3, ·, 2
> COC(=O)c1ccc(OCC(O)CN2C(=O)c3ccccc3S2(=O)=O)cc1 (stereo not given)
 : 11, -4, -2, ·, -2, ·, -1
> CCOc1cc(C=O)c(Br)cc1OC1CCCC1
 : ·, ·, ·, -2, 6, -2, ·
> O=C(COC(=O)CNC(=O)c1cccs1)Nc1ccccc1C(F)(F)F
 : ·, 1, 0, -3, 4, 5, 0

Arranged by SMILES length (low to high): some entries from above.
The line under a structure holds: LGR2 inh, SIRT5 block, S100A4 MyoIIA, esBAF inh, FN deposit inh, Statin myotox sup, CASP6 VEID inh
> CCOc1cc(C=O)c(Br)cc1OC1CCCC1
 : ·, ·, ·, -2, 6, -2, ·
> O=C(Nc1ccccc1)N[C@H]1CC[C@H](CCNS(=O)(=O)c2ccccc2F)O[C@@H]1CO
 : -25, 1, 20, 4, ·, -1, -2
> C[C@@H]1CN([C@@H](C)CO)S(=O)(=O)c2ccc(C#Cc3cccnc3)cc2O[C@H]1CN(C)C(=O)C1CC1
 : 7, -2, -2, -1, 6, 5, -1

(continued)
The line under a structure holds: LGR2 inh, SIRT5 block, S100A4 MyoIIA, esBAF inh, FN deposit inh, Statin myotox sup, CASP6 VEID inh
> O=C(O)C[C@H]1c2ccc(C(F)(F)F)cc2S(=O)(=O)N1Cc1ccccc1
 : -9, -2, -6, -3, 3, -4, 4
> COc1ccc(NC(=O)CN(C)C(=O)CNC(=O)c2ccc(C)s2)cc1
 : 3, -2, -4, 5, 4, 2, 0
> N[C@@H](CO)c1nnc([C@H](Cc2ccc(O)cc2)NC(=O)C2CCNCC2)o1
 : 7, 28*, -15, -4, 5, 0, -10
> COc1ccc(/C=N/NC(=O)C2COc3ccccc3O2)cc1OC (stereo not given)
 : -6, 3, -3, ·, ·, ·, 4
> CC1(C(=O)Nc2ccc(Cl)c(Cl)c2)CCN1C(=O)CC(c1ccccc1)c1ccccc1 (stereo not given)
 : 15, 0, -4, -3, 4, 5, -3
> O=C(Cn1cnc2c(nnn2-c2ccc(F)cc2)c1=O)NCc1ccco1
 : 9, -8, -1, -9, ·, ·, 1
> C[C@@H]1CN([C@@H](C)CO)C(=O)CCCn2cc(nn2)CO[C@H]1CN(C)S(=O)(=O)c1ccc(C#N)cc1
 : -12, -2&2, -10&9, 7&-3, 5&9, -1&0, 0&0
> Cc1ccc([N+](=O)[O-])cc1S(=O)(=O)Nc1cccc(S(=O)(=O)Nc2ccccc2C(=O)O)c1
 : ·, -4, -1, -2, 9, 7, 13
> COCC(=O)Nc1ccc2c(c1)OC[C@@H](C)N(Cc1ccccc1F)C[C@H](C)[C@H](OC)CN(C)C2=O
 : 0, 4, 5, 2, 9, 21, -3
> COc1ccc(NC(=O)Cn2cc(C#N)c3ccccc32)cc1
 : -1, 0, -5, ·, -1, ·, -1
> O=C(CSc1ccc(C(F)(F)F)cc1[N+](=O)[O-])Nc1ccccc1
 : -3, ·, 2, -4, ·, 10, 1
> NC(=O)N/N=C/c1ccc(N2CCOCC2)s1
 : -2, 4, -29, ·, 6, ·, 2
> O=C(COC(=O)Cc1cccc(C(F)(F)F)c1)Nc1ccc2c(c1)OCCO2
 : -8, -4, -21, 4, 0, 5, -1
> COc1ccccc1CNC(=O)C[C@@H]1C[C@@H]2c3cc(NC(=O)CN(C)C)ccc3O[C@@H]2[C@H](CO)O1
 : 6, -1, 13, 5, ·, -7, -1
> O=S(=O)(c1cccc2ccccc12)N1CCC2CC1c1cc(-c3ccc4c(c3)OCO4)ccc12 (stereo not given)
 : -18, -3, -1, -6, 6, 17, -1
> O=C(Nc1ccc2c(c1)OCO2)N1[C@@H]2CNC[C@H]1C2c1ccc(-c2ccncc2)cc1 (stereo not given in full)
 : 5&-2, -8&0, -2&-6, ·, 4&1, ·, 1
> CCOc1cc(N2CCOCC2)c(OCC)cc1NC(=O)COC(=O)C1CCCN1S(=O)(=O)c1ccccc1F (stereo not given)
 : -5, -1, -3, -8, -10, 7, -2
> O=C(Nc1nc(-c2nc3ccccc3s2)cs1)c1ccco1
 : -68, -2, -5, 52*, 2, -25, -4
> O=c1[nH]c2cc([N+](=O)[O-])cc(Cl)c2c2ccccc12
 : ·, 5, -2, ·, 8, ·, 5
> CCc1nc2c(OCc3ccc(F)cc3)cccn2c1N(C)C(=O)c1ccc(C)cc1
 : 17, -1, 2, 0, 0, 5, 1
> CCCCC(=O)N(C)c1c(CC)nc2c(OCC(=O)C(C)(C)C)cccn12
 : 3, ·, -2, -5, -1, 21, 5
> CCOC(=O)C1=C(C)N(C)C(=O)NC1c1c(O)ccc2ccccc12 (stereo not given)
 : -6, -4, 2, 5, 10, 10, -2
> O=C(O)c1cc([N+](=O)[O-])cc2c1C=Cc1ccccc1O2
 : 6, 1, -2, ·, -15, ·, 38*
> CCC(C)(C)n1nnnc1C(c1ccncc1)N1CCC(Cc2ccccc2)CC1 (stereo not given)
 : ·, ·, ·, 1, -1, -9, ·
